aSyn tox rescue = rescues yeast growth from alpha-synuclein toxicity. Potency, µM (series often up to 46.1 µM), for the others: at the top dose growth rescue (activation), most hits filed as activators. AID 1347070. hit rate 0.02% among 94,000. S. cerevisiae alpha-synuclein toxicity rescue, BacTiter-Glo growth, 24 h; active = well fitted activation curve with a large enough effect; inconclusive = small, poorly fitted or top-dose-only effect; also: 0% is about no effect
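Growth restoration measured by BacTiter-Glo luminescence after 24 hr at 30 deg C; alpha-synuclein yeast, raffinose-pregrown to mid-log, were added at OD600=0.02 in galactose medium onto pinned compounds.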
Active calls of the source: *; ? = inconclusive; & = joins results of further samples; [ ] = remark or other dose. Potency is read from the fitted curve at half-maximal effect. Some of the compounds tested, so the mix of outcomes need not match the whole.

SMILES	aSyn tox rescue
Nc1nonc1-c1nc2ccccc2n1Cc1cccc(Cl)c1	-2%
Cc1c(C)c(C)c(CN2CCCC2)c(C)c1C	6%
Cc1cccc2sc(N(CCCN(C)C)C(=O)COc3ccccc3)nc12	1%
Cc1ccc(-c2noc(CCC(=O)Nc3ccc(F)cc3Cl)n2)cc1	-3%
CC1CCC(NC(=O)c2ccc3c(c2)N(Cc2ccccc2)C(=O)c2ccccc2S3=O)CC1 (stereo unspecified)	-11%
Cc1nc2nc(C(F)(F)F)[nH]n2c(=O)c1Cc1ccccc1	-4%
CCc1ccc(CN(Cc2ccco2)C(=O)c2ccc(OC)cc2)cc1	5%
CCOC(=O)CC1C(=O)NCCN1C(=O)c1ccc(Cl)cc1 (stereo unspecified)	-5%
CCOc1ccc(NC(=O)NC(CC)Cn2nnc3ccccc3c2=O)cc1 (stereo unspecified)	-9%
Cc1nnc(N2CCCC(C(=O)NCCc3ccccc3)C2)c2nn(-c3ccccc3)c(C)c12 (stereo unspecified)	0%
Cc1c(Cl)cccc1NC(=O)CCOc1ccccc1	0%
CCc1ccc(C2=CC(c3c(F)cccc3Cl)n3c(nc4ccccc43)N2)cc1 (stereo unspecified)	1%
COC(=O)C1=C(C)NC(=S)NC1c1ccc(OC(=O)c2ccco2)cc1 (stereo unspecified)	-4%
CCCCN(C)CCCNC(=O)Cn1ncc2c3ccccc3n(Cc3ccccc3F)c2c1=O	-2%
CSc1ccc(CN(C)C(=O)CSCC(=O)Nc2ccc(C)cc2)cc1	-2%
O=C(Nc1ncccc1O)c1ccc(S(=O)(=O)NCc2ccco2)cc1	4%
COc1ccc(OC)c(NC(=O)CCn2cccn2)c1	2%
COCCNC(=O)c1cc(-c2ccccc2OC)on1	4%
CCN(CC)c1ccc(/C=C(\C#N)C(=O)NCc2ccccc2)cc1	7%
Cc1cc(C)cc(NC(=O)C2CC(=O)N(c3ccccc3)C2)c1 (stereo unspecified)	1%
N#Cc1cc([N+](=O)[O-])ccc1NCCCn1ccnc1	1%
COc1ccc(N2CC(NC(=O)C3CC3)CC2=O)cc1 (stereo unspecified)	-7%
Cc1cccc(N2C(=O)C3CCC(c4ccccc4)CC3C2=O)c1 (stereo unspecified)	-3%
CCOc1ccc(C(=O)NCCn2cc(SCC(=O)Nc3ccc4c(c3)OCCO4)c3ccccc32)cc1	1%
CC1CCc2c(sc3nc(CSc4nnnn4C)[nH]c(=O)c23)C1 (stereo unspecified)	9%
Later entries
SMILES	aSyn tox rescue
Cc1ccc(-c2[nH]c3ccccc3c2SCCNC(=O)c2ccc(S(=O)(=O)N3CCOCC3)cc2)cc1	-1%&-1%
COc1ccc(-c2nn(C)c3sc(C(=O)NCCN(C)C)cc23)cc1OC	-4%&13%
CCOC(=O)c1ccc(NC(=O)c2nc[nH]c2C(=O)NC[C@@H](C)O)cc1	4%
CC(=O)Nc1cccc(C(=O)OCC(=O)N(c2ccccc2)C2CCS(=O)(=O)C2)c1 (stereo unspecified)	-8%
O=C(NCCc1ccccc1)c1cc(-c2ccccc2)nc2n[nH]c(-c3ccccc3)c12	5%
CCOC(=O)C1CCN(Cc2cc(=O)n3c(-c4ccccc4)csc3n2)CC1	0%
CCc1ccc(-n2c(=O)c3c4c(sc3n(CC(=O)c3ccc(F)cc3)c2=O)CCC4)cc1	-12%
Cc1oc(-c2ccccc2)nc1C(=O)O	-1%
O=c1c2ccccc2nc(-c2ccccc2)n1Cc1ccccc1	-8%
CC(Oc1ccc2ccc(=O)oc2c1)C(=O)N1CCOCC1 (stereo unspecified)	-8%
O=c1c2ccccc2sn1-c1nccs1	-75%[inhibitor]
Cc1cccc(N2CC(C(=O)Nc3ccc4c(c3)OCCO4)CC2=O)c1C (stereo unspecified)	-7%
COc1ccc(OC2CCN(S(=O)(=O)c3ccc(OC)cc3)CC2)cc1	3%
CCOC(=O)c1ccc(CN(Cc2ccc(OC)cc2)S(=O)(=O)c2cccc(C(F)(F)F)c2)cc1	-4%
NC(=O)C1CCN(C(=O)Cn2c(-c3cccs3)cc3ccccc32)CC1	-3%
COc1ccc(-c2nc(SCC(=O)N3CCN(c4ccc(F)cc4)CC3)n[nH]2)cc1	2%
COc1cc(C)c(COc2ncnc3ccccc23)cc1OC	2%
COc1ccccc1N(Cc1ccccc1)S(=O)(=O)c1cccc(C(=O)O)c1	6%
COc1ccccc1NC(=O)C(C)OC(=O)C1CC(=O)N(Cc2ccco2)C1 (stereo unspecified)	-2%
CCCc1nnc(NC(=O)C2CCN(C(=O)C3CC(=O)N(c4ccc(C)cc4)C3)CC2)s1 (stereo unspecified)	6%
COc1ccc(C(CNC(=O)c2ccc(F)cc2)N2CCCC2)cc1 (stereo unspecified)	-2%
COc1cc2c(cc1OC)CN(CCC(C)c1ccc(Cl)cc1)CC2 (stereo unspecified)	6%
COc1ccc(CCNc2ncnc3onc(C)c23)c(OC)c1	-5%
CC(=O)c1cccc(NC(=O)Cn2c(C)c3cnn(-c4ccccc4)c(=O)c3c2C)c1	-5%
CC(=O)Nc1nc(C)c(C(C)(C)C)s1	-1%
Carrying on.
SMILES	aSyn tox rescue
CCOc1ccccc1NC(=O)CSc1nccn1-c1ccc(Cl)cc1	28%
CC(C)Cn1c(N)c(C=O)c(=O)n(C)c1=O	2%
CCOc1ccc(C2Nc3c(C)cccc3-c3cc(C)nn32)cc1 (stereo unspecified)	16%
CCOc1ccc(-c2nonc2NC(=O)c2oc3cc(Br)ccc3c2C)cc1	0%
COc1ccc(N2CC(NC(=O)c3cc4ccccc4o3)CC2=O)cc1OC (stereo unspecified)	1%
Cc1ccc(N2C(=O)N(CC(=O)C(C)(C)C)c3ccccc3S2(=O)=O)cc1C	8%
Cc1cc(C)nc(NS(=O)(=O)c2ccc(CC(C)C)cc2)c1	-7%
CC(=O)c1c(C)[nH]c(C(=O)CSc2nnc(NC3CC3)s2)c1C	-11%
NS(=O)(=O)c1cccc(NS(=O)(=O)c2ccc(/C=C/C(=O)OCC(=O)c3ccc(Br)cc3)cc2)c1	4%
CCn1c(=O)c(C(=O)NNC(=O)c2ccccc2F)c(O)c2ccccc21	4%
Cn1c2c(c(=O)n(C)c1=O)C(c1ccc(F)cc1)C(C#N)=C(N)O2 (stereo unspecified)	10%
Cc1nn(CC(=O)NCc2ccccc2Cl)c(=O)c2nn(-c3ccccc3)c(C)c12	0%
CC1CCc2[nH]c3ccc(C(=O)NCC4CCCO4)cc3c2C1 (stereo unspecified)	-40%[inhibitor]
COc1ccc(C2(CCN=Cc3ccc(N(C)C)cc3)CCOC(C)(C)C2)cc1 (stereo unspecified)	-4%
CCCN(CC(=O)Nc1ccccc1C)C(=O)C1CC(=O)N(c2ccccc2OCC)C1 (stereo unspecified)	-1%
CCOc1ccc(NC(=O)C2CCCN(S(=O)(=O)c3c(C)noc3/C=C/N(C)C)C2)cc1 (stereo unspecified)	6%
O=[N+]([O-])c1cccnc1S(=O)(=O)c1ccccc1	-16%
Cc1oc2c(c(C)cc3oc(=O)c(CC(=O)NCc4ccc(F)cc4)c(C)c32)c1C	-10%
COCCn1nnnc1C(c1cc2cc(OC)c(OC)cc2[nH]c1=O)N1CCN(c2ccc(O)cc2)CC1 (stereo unspecified)	0%
CCOC(=O)c1ccccc1NC(=O)CSc1nccn1Cc1ccco1	19%
Cc1cc(Br)ccc1OCC(=O)NNC(=O)CCc1ccccc1	-2%
Cc1ccc(NC(=O)CN(C)S(=O)(=O)c2ccc3c(c2)n(C)c(=O)c(=O)n3C)cc1F	-8%
CCOC(=O)N1CCN(C(=O)CCc2nc3sc4c(c3c(=O)[nH]2)CCCC4)CC1	1%
CCn1c(SCC(=O)c2ccccc2)nnc1-c1cccc(Cl)c1	1%
COc1ccc(CCNC(=O)c2ccc(-n3c(C)cc4c3CCC(C)C4)cc2)cc1OC (stereo unspecified)	8%

Single entries from the results shown:
Cc1cc(C)nc(NS(=O)(=O)c2ccc(CC(C)C)cc2)c1 @ aSyn tox rescue: -7%
COc1ccc(N2CC(NC(=O)c3cc4ccccc4o3)CC2=O)cc1OC (stereo unspecified) @ aSyn tox rescue: 1%

The list goes on:
SMILES	aSyn tox rescue
COc1ccc([C@H]2N[C@]3(CCCN(Cc4ccc(Br)cc4)C3=O)[C@H]3C(=O)N(Cc4ccccc4)C(=O)[C@@H]23)cc1	15%
Cc1ccc(NC(=O)C(C)OC(=O)/C=C/c2ccccc2)cc1S(=O)(=O)N1CCOCC1 (stereo unspecified)	-1%
COc1ccnc(N=CNOCc2cccc(C(F)(F)F)c2)c1C#N	5%
Cc1cccc(N2CCN(C(=O)c3ccc4c(c3)c(C)c(C)n4C)CC2C)c1 (stereo unspecified)	8%
O=C(Nc1cccc(NC(=O)c2ccccc2F)c1)c1ccccc1	-1%
O=C(Cn1cc(SCc2ccc(C(F)(F)F)cc2)c2ccccc21)N1CCCC1	16%
Oc1c(CN2CCN(c3ccc(F)cc3)CC2)cc(Cl)c2cccnc12	?
CCC(C)N(C(=O)c1csnn1)C(C(=O)NC1CCCC1)c1ccc(F)cc1 (stereo unspecified)	1%
O=C(Nc1ccc(OCc2cc(=O)n3ccccc3n2)cc1)c1ccccc1Cl	-3%
CCOc1ccc(-c2nnc(SCC(=O)Nc3cc(F)ccc3F)o2)cc1	-5%
Cc1ccc2c(=O)c(C(=O)c3ccccc3)cn(CC(=O)NCc3ccccc3)c2n1	-1%
C/C(CC(=O)Nc1ccc2ccccc2c1)=N\NC(=O)c1ccc(O)c(O)c1	6%
CCN(Cc1ccccc1)C(=O)Cn1c(=O)n(-c2ccc(Cl)cc2)c(=O)c2c(C)c(C(=O)N(C)C)sc21	-2%
C=CCn1c(SCCCc2ccccc2)nc2c1c(=O)[nH]c(=O)n2C	-2%
COc1ccc(NC(=O)c2nnn(Cc3ccccc3C)c2N)c(OC)c1	-6%
O=C(c1ccc(S(=O)(=O)N2CCOCC2)cc1)N1CCN(S(=O)(=O)c2ccc(Cl)s2)CC1	2%
O=S(=O)(Nc1ccc2c(c1)OCCO2)c1c(F)cccc1F	1%
CC(NC(=O)C1CCC(CNc2c(N3CCCCC3)c(=O)c2=O)CC1)c1ccccc1 (stereo unspecified)	-13%
Cc1ccc(NC(=O)c2nc(S(C)(=O)=O)ncc2N(Cc2cccc(F)c2)Cc2ccco2)cc1C	7%
Cc1ccccc1P(=O)(c1ccccc1)c1ccccc1C	-9%
COc1ccc(NC(=O)C2CCCN(C(=O)c3cnn(-c4ccccc4)c3-n3cccc3)C2)cc1 (stereo unspecified)	8%
CC(C)(C)CC(=O)Nc1nnc(SCC(=O)NC2CCCC2)s1	5%
Cc1nnc(SCC(=O)Nc2ccc3c(c2)OCO3)s1	-5%
COc1cccc(CNC(=O)Cc2csc3ccccc23)c1OC	0%
COc1ccc(CNC(=O)c2cnc3sc(N4CCCC4)nn3c2=O)c(OC)c1	7%
The results go on.
SMILES	aSyn tox rescue
CCN(C(=O)Cn1c(SCC(=O)NCc2ccccc2)nc2ccccc21)c1cccc(C)c1	2%
O=C(CSC1=Nc2ccccc2C2=NC(Cc3ccccc3)C(=O)N12)Nc1ccccc1 (stereo unspecified)	-8%
COc1ccc(/C=C/C(=O)Nc2cccnc2)cc1OC	-4%
CNS(=O)(=O)c1cn(CC(=O)Nc2ccc(C(C)=O)cc2)cc1S(=O)(=O)NC	0%
O=C(NCc1noc2ccccc12)N1CCN(c2ccccc2F)CC1	4%
CCCCCn1c(C)c2c(OCC)cccc(=O)c2c1C	-24%
CNC(=O)C[C@H]1C(=O)N(CCc2ccccc2)C[C@@H]1C	-10%
CCOc1ccc(-c2cn3c(n2)sc2cc(C(=O)NCCc4ccc(OC)c(OC)c4)ccc23)cc1	-10%
CCN(CC)S(=O)(=O)c1ccc(N2CCOCC2)c(NC(=O)C2CC2)c1	0%
O=C(CCN1C(=O)c2ccc([N+](=O)[O-])cc2C1=O)Nc1ccc(O)cc1C(=O)O	-5%
O=C(NCCC(=O)N1CCN(C(=O)c2ccco2)CC1)c1ccc(Br)cc1	-2%
COc1ccc(-c2nc(SCC(=O)Nc3ccc4c(c3)OCCO4)c(-c3ccc(F)cc3)[nH]2)cc1OC	-2%
Cc1nn2c(=O)cc(COC(=O)COc3ccc(F)cc3)nc2s1	1%
COc1ccc2cc(CCNS(=O)(=O)c3c(C)cc(C)cc3C)c(=O)[nH]c2c1	4%

A second format for part of the listing above:
| SMILES | aSyn tox rescue |
| --- | --- |
| COc1cccc(CNC(=O)Cc2csc3ccccc23)c1OC | 0% |
| COc1ccc(CNC(=O)c2cnc3sc(N4CCCC4)nn3c2=O)c(OC)c1 | 7% |
| CCN(C(=O)Cn1c(SCC(=O)NCc2ccccc2)nc2ccccc21)c1cccc(C)c1 | 2% |
| O=C(CSC1=Nc2ccccc2C2=NC(Cc3ccccc3)C(=O)N12)Nc1ccccc1 (stereo unspecified) | -8% |
| COc1ccc(/C=C/C(=O)Nc2cccnc2)cc1OC | -4% |
| CNS(=O)(=O)c1cn(CC(=O)Nc2ccc(C(C)=O)cc2)cc1S(=O)(=O)NC | 0% |
| O=C(NCc1noc2ccccc12)N1CCN(c2ccccc2F)CC1 | 4% |
| CCCCCn1c(C)c2c(OCC)cccc(=O)c2c1C | -24% |
| CNC(=O)C[C@H]1C(=O)N(CCc2ccccc2)C[C@@H]1C | -10% |
| CCOc1ccc(-c2cn3c(n2)sc2cc(C(=O)NCCc4ccc(OC)c(OC)c4)ccc23)cc1 | -10% |
| CCN(CC)S(=O)(=O)c1ccc(N2CCOCC2)c(NC(=O)C2CC2)c1 | 0% |
| O=C(CCN1C(=O)c2ccc([N+](=O)[O-])cc2C1=O)Nc1ccc(O)cc1C(=O)O | -5% |
| O=C(NCCC(=O)N1CCN(C(=O)c2ccco2)CC1)c1ccc(Br)cc1 | -2% |
| COc1ccc(-c2nc(SCC(=O)Nc3ccc4c(c3)OCCO4)c(-c3ccc(F)cc3)[nH]2)cc1OC | -2% |
| Cc1nn2c(=O)cc(COC(=O)COc3ccc(F)cc3)nc2s1 | 1% |
| COc1ccc2cc(CCNS(=O)(=O)c3c(C)cc(C)cc3C)c(=O)[nH]c2c1 | 4% |

Screens from PubChem BioAssay.
